TAAR1 antag: human TAAR1 antagonists, primary screen, Fluo-8 calcium fluorescence, CHO RD-HGA16 cells | Trace amine-associated receptor 1 (Homo sapiens), Q96RJ0 | antagonist | inhibition, % at 3 µM | 1.5% of 360,000 active | AID 624466, 2012;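 active = inhibition above a per-plate cutoff, the mean inhibition of test compounds on that plate plus 3 SD, cut at about 49% in these data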;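 also: 0% = DMSO plus EC80 beta-PEA response and 100% = DMSO alone without agonist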
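Test system – hTAAR1-expressing CHO RD-HGA16 cells, Gα16-coupled · Also added – β-PEA at EC80 concentration, post-compound challenge · Compound – 3 µM, single point · Incubation – dye loading 75 min at 37 °C, then 30 min room temperature · Measured by – Fluo-8 intracellular calcium dye fluorescence, real-time kinetic reads · Benchmarks – vehicle and agonist controls · Replicates – singlicate, one well per test compound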
M1 PAM parental: nonselective calcium activators in parental CHO-K1 cells, primary screen, counter-screen for M1 PAM project, cell-based, Fluo-8 calcium fluorescence, full deck, 1536-well; ATP EC20; 0% at ATP EC20, 100% at ATP max; activation, % at 3 µM; 0.02% of 360,000 active;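 active = activation above the run cutoff, the mean activation of all test compounds plus 3 SD, cut at about 40% in these data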;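 also: peak over basal fluorescence ratio in a 140 s read after ATP addition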
CHRM1 agonist: human M1 muscarinic receptor agonists, primary screen, Fluo-8 calcium fluorescence, CHO-K1 cells, HTS. CHO-K1 hM1, agonist mode; 0% DMSO, 100% acetylcholine EC100. activation, % at 3 µM. 0.33% of 360,000 active. AID 588814, 2011;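 active = activation above the run's mean compound activation plus 3 SD, cut at about 16% in these data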;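 also: peak over basal fluorescence ratio within a 140 s kinetic read after compound addition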
Target sequence (P11229 whole entry, looked up): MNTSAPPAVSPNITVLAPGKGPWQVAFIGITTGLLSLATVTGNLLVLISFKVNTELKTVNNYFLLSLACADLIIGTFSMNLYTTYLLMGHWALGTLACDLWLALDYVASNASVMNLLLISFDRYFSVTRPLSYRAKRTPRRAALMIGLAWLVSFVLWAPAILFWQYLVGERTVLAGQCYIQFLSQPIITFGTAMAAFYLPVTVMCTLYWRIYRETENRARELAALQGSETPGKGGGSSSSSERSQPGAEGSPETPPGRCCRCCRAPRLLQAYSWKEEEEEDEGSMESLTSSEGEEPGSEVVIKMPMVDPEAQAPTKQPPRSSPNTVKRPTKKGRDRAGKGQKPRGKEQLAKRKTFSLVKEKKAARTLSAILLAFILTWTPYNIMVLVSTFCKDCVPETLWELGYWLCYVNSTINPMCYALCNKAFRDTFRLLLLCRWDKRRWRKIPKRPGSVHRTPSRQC
TAAR1 agonist: human TAAR1 agonists, primary screen, Fluo-8 calcium fluorescence, CHO RD-HGA16 cells | Trace amine-associated receptor 1 (Homo sapiens), Q96RJ0 | activation, % at 3 µM | vehicle wells 0%, saturating PEA agonist 100% | AID 624467, 2012 | 0.99% of 360,000 active;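 active = activation above the mean activation of all test compounds in the run plus 3 SD, cut at about 38% in these data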
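Benchmarks: low control DMSO, high control PEA (EC100); System: CHO RD-HGA16 cells carrying human TAAR1 plus Gα16; Detection: Fluo-8 fluorescence, 5 s baseline then 140 s kinetic read; Schedule: 17-24 h plating, Fluo-8 75 min 37 °C, 30 min RT; Read-out basis: % activation from peak over basal fluorescence ratio, DMSO-to-PEA scaled.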
CHO-K1 Ca antag: nonselective inhibitor or artifact in parental CHO-K1 cells; 0.6% of 360,000 active; ATP-induced calcium, Fluo-8 fluorescence; inhibition, % at 3 µM;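 active = inhibition above a per-plate cutoff, the plate's mean sample inhibition plus 3 SD, cut at about 24% in these data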;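 also: 0% = DMSO plus EC80 ATP and 100% = DMSO alone without ATP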
OXTR potentiate: human OXTR potentiators, primary screen, fluorescence, CHO-OTR cells, Fluo-8 calcium; activation, % at 3 µM; 0.061% of 320,000 active; Oxytocin receptor (Homo sapiens), P30559; Fluo-8 calcium fluorescence, potentiator mode; 0% = oxytocin EC15, 100% = EC100;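 active = activation above that plate's cutoff, the mean activation of tested compounds plus 3 SD, cut at about 6.6% in these data, passing the limit was not always enough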;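 also: 100% uses oxytocin at 75 nM as the full agonist control; some results filed as inactive read as strong as hits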
Target sequence (P30559 whole entry, looked up): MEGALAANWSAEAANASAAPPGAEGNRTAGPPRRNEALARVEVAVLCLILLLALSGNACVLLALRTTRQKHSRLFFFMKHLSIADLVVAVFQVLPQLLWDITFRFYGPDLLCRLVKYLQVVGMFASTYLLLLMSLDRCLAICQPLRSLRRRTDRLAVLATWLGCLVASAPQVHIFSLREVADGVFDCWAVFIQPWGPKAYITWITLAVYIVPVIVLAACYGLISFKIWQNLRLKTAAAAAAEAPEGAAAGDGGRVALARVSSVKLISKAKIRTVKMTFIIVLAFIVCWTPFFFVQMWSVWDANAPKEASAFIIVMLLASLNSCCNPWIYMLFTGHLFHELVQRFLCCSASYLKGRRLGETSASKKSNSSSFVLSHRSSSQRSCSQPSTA
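Assay system: CHO-OTR cells, human receptor / Also added: oxytocin at about EC15, sub-maximal agonist stimulus / Dosing: single dose, 3.0 µM nominal final compound concentration / Incubation: 6 min pre-incubation, 100 s read / Technique: Fluo-8 calcium dye fluorescence / Read-out: % activation vs EC15 and EC100 oxytocin / Benchmarks: EC15 oxytocin low, 75 nM oxytocin high / Replicates: singlicate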
CHO parental Ca: ATP-evoked calcium signal inhibitors, parental CHO, primary screen, counter-screen for OX1R antagonist project, cell-based, fluorescence, Fluo-8 calcium dye; parental CHO-K1, ATP-induced calcium, Fluo-8 fluorescence; inhibition, % at 5.6 µM; 0.63% of 330,000 active; AID 463079, 2010;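 active = inhibition above that plate's mean sample inhibition plus 3 SD, cut at about 26% in these data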;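 also: 0% = ATP-challenged DMSO wells and 100% = DMSO wells without ATP; some compounds past the cut are filed as inactive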
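test system = CHO parental line | reagent = ATP stimulus | measured by = intracellular calcium via Fluo-8 no-wash fluorescent dye | control set = ATP and no-ATP DMSO wells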
CHRM1 antagonist: human M1 muscarinic receptor antagonists, primary screen, CHO-K1 cells, Fluo-8 calcium fluorescence, 1536-well. Muscarinic acetylcholine receptor M1 (Homo sapiens), P11229. CHO-K1 hM1, ACh EC80 antagonist. inhibition, % at 3 µM. 1.3% of 360,000 active;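 active = percent inhibition above its own plate's cutoff, namely the mean of that plate's compound wells plus 3 SD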;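 also: peak over basal fluorescence ratio during 140 s after agonist addition; 0% = ACh EC80 plus DMSO and 100% = DMSO alone without agonist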
CHO-K1 Ca ag: counter-screen for M1 agonists: effect in parental CHO-K1 cells | 0.48% of 360,000 active | activation, % at 3 µM | AID 602248, 2012 | Fluo-8 calcium fluorescence; scaled to maximal ATP response, vehicle zero; in the data active = activation above about 15%;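 also: untransfected CHO-K1 host cells lacking M1 receptor as counterscreen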
* marks the source's active call; other numbers are inactive results; / = not tested or not shown.

SMILES	TAAR1 antag	M1 PAM parental	CHRM1 agonist	TAAR1 agonist	CHO-K1 Ca antag	OXTR potentiate	CHO parental Ca	CHRM1 antagonist	CHO-K1 Ca ag
Cc1ccc(N=C2NC(=O)/C(=C\c3ccc(C)s3)S2)cc1	15	21	-5	1	-11	4	-8	0	-0.3
O=C(OCc1ccco1)c1ccc(S(=O)(=O)N2CCCCC2)cc1	-10	-9	-4	10	10	-8	-16	10	0.5
COCCCNC(=O)c1ccc(CN2CCc3ccccc3C2)cc1	8	20	-6	6	-16	4	4	3	1.3
O=[N+]([O-])c1ccc2cccnc2c1	-24	-5	-1	3	-6	/	/	-1	1.3
CCN1C(=O)c2ccccc2S(=O)(=O)c2ccc(C(=O)NCCCN(CC(C)C)CC(C)C)cc21	-22	-9	-10	-1	8	-17	-22	19	-0.5
Cc1c(NC(=S)N/N=C/c2cccc(O)c2)c(=O)n(-c2ccccc2)n1C	-18	0	-2	2	-12	6	-13	-6	0.2
Cc1ccccc1NC(=O)CN1C(=O)N/C(=C\c2cccn2-c2cccc(C(=O)O)c2)C1=O	-8	9	-6	0	-3	-12	-2	2	-0.2
CC1Cc2cc(S(=O)(=O)NCCC(=O)N(C)Cc3ccccc3)ccc2N1C(=O)C1CC1 (configuration not stated)	7	10	0	5	-5	-10	-13	1	9.3
CCOc1ccc(N2C(=O)CC(NC3CCN(C(=O)c4cccc(Cl)c4)CC3)C2=O)cc1 (configuration not stated)	-6	20	-3	0	-9	-11	-6	-17	0.3
CN1CCN(C(=O)c2cn(-c3ccccc3)nc2-c2cccnc2)CC1	-3	11	-4	18	4	-6	-16	8	3.0
CC1=CC(c2ccccc2)=NS(=O)(=O)N1	5	3	-3	0	1	/	0	-1	-0.3
CC(SC1CCCC1)C(=O)NC(C)(C#N)C(C)C (configuration not stated)	6	20	-3	3	-7	-5	-12	-8	0.8
Cc1ccc(S(=O)(=O)N2CCN(C(=O)COc3ccc(C)nc3[N+](=O)[O-])CC2)c(C)c1	-1	-10	-13	9	-14	-4	-14	6	0.7
COc1ccc(OC)c(NC(=O)C2CCN(C(=O)C3CC(=O)N(c4ccc(C)cc4)C3)CC2)c1 (configuration not stated)	-6	4	-4	3	-23	0	-22	-12	1.5
O=C1CCC(C(=O)Nc2cccc3ccccc23)N1 (configuration not stated)	5	19	-4	6	-10	-7	4	-23	0.9
CCN(CC)S(=O)(=O)c1cccc(C(=O)Nc2cc(C)nn2-c2ccccc2)c1	-6	27	-5	3	-6	-7	-14	-2	5.8
O=[N+]([O-])c1cc([N+](=O)[O-])c2oc(-c3ccccc3)c(Br)c2c1O	/	6	-3	/	1	/	/	8	3.9
COc1ccc(Cn2nnc3c(C)n[nH]c(=O)c32)cc1	-15	-16	-1	6	1	-9	-7	-19	0.6
O=C(c1cc2ccccc2oc1=O)N(Cc1cccs1)Cc1cccs1	15	19	-1	5	-4	-9	-6	-2	5.1
CCOC(=O)C1=C(C)OC(N)=C(C#N)C1c1cc(Cl)c(OCC(N)=O)c(OC)c1 (configuration not stated)	-5	15	-1	8	-6	-10	-10	-8	0.5
CCCc1nc2c(C)cc(Br)cn2c1Cc1ccc(C)cc1	-6	9	-7	-2	-13	/	/	-6	-0.1
O=C(NNC(=O)C12CC3CC(CC(Br)(C3)C1)C2)c1ccccc1F	1	-12	-2	3	4	-5	-5	13	0.1
NC(=O)C1(NC2CCCCC2)CCN(Cc2ccccc2)CC1	-2	19	-5	1	-7	/	/	-8	2.4
c1ccc(CCN2CCN(c3ncnc4c3cnn4-c3ccccc3)CC2)cc1	32	10	-5	41*	1	2	-16	4	2.1
O=C(Nc1ccc(Oc2ccc(C(F)(F)F)cn2)c(Cl)c1)C1CC1	18	11	-7	7	2	-11	-8	3	3.0
CN(C)CC(=O)Nc1ccc2c(c1)[C@H]1C[C@H](CC(=O)NCc3ccc4c(c3)OCO4)O[C@H](CO)[C@H]1O2	-31	5	-9	3	-2	/	/	-18	0.5
CN(C)S(=O)(=O)c1ccc(NC(=O)N2CCN(c3ccccc3Cl)CC2)cc1	-5	21	-1	10	-8	-9	-9	0	1.4
O=C(COc1ccc2c(C(F)(F)F)cc(=O)oc2c1)NCc1cccs1	-1	29	-4	1	-6	-1	-11	2	2.1
CCN(CC)CCN(C(=O)c1ccc(S(=O)(=O)N2CCOCC2)cc1)c1nc2cc3c(cc2s1)OCCO3	-40	9	-7	2	-3	-5	-2	11	0.2
O=C(CCc1nnc2n(Cc3ccc(Cl)cc3)c(=O)c3ccccc3n12)NCCCN1CCOCC1	-27	-10	-3	1	-4	0	-12	-2	-0.2
CC(Oc1cc2oc(=O)c3c(c2cc1Cl)CCC3)C(=O)NCc1cccnc1 (configuration not stated)	-3	1	-4	3	-2	2	-15	-1	0.3
CCCS(=O)(=O)N1CCCC(C(=O)NCCc2ccc(Cl)cc2)C1 (configuration not stated)	7	-4	-3	18	-9	-9	-10	-7	0.7
Nc1ccc2ncccc2c1N	11	23	-6	4	-12	-7	-20	-3	2.1
Cc1ccc(C(=O)OCC(=O)Nc2cccc(Cl)c2C)c(O)c1	-13	20	0	0	-9	1	-8	-8	0.5
O=C1N/C(=C\c2ccsc2)C(=O)N1Cc1ccc(F)cc1	4	20	-6	3	-12	-8	2	-3	0.1
CN(C)c1ccc(C(=S)N2CCN(C(=S)Nc3cccc4ccccc34)CC2)cc1	-19	14	-5	-1	-9	-5	-5	3	0.7
Cc1cc(C(=O)OCC(=O)c2ccccc2)c2ccccc2n1	7	10	-7	-1	-16	0	-22	-7	3.4
Nc1ccc(Br)c[n+]1Cc1cccc2cccnc12	4	-1	-6	1	-3	1	0	-10	-0.1
C=C(C)C(=O)Nc1cccc(C2=NOC3(C2)C[C@H](C(N)=O)N(C(=O)COc2ccc(Cl)cc2)C3)c1 (some centres not stated)	-14	15	-5	2	-3	-5	3	0	0.0
Cc1cc(=O)n(Nc2ccccc2)c(O)c1C#N	-24	13	-2	0	-20	/	/	-9	0.2
CCOC(=O)c1sc(NC(=O)CSc2nnc(-c3ccco3)n2CC)c(C(=O)OCC)c1C	24	9	-8	7	-24	2	-13	-1	1.1
Cc1cccc(NC(=S)N(Cc2ccc(Cl)cc2)Cc2ccc(C(=O)O)cc2)c1	13	14	-1	4	-11	-11	-1	-8	0.8
CC(=O)C1CCC2C(CCC3=CC(=O)CCC32)C1 (configuration not stated)	8	22	-2	0	-13	/	/	-7	1.5
COc1ccc(C(=O)NCc2ccccc2)cc1S(=O)(=O)N1CCCc2ccccc21	27	6	-3	7	-1	-16	-8	-9	2.3
CCOc1ncccc1C(=O)OCC(=O)N(CC(C)C)c1c(N)n(Cc2ccccc2)c(=O)[nH]c1=O	0	-18	-4	0	10	-6	-18	3	-0.4
COc1ccc(CCNC(=O)Nc2cccs2)c(OC)c1	-31	1	-4	3	-9	-2	-10	-2	0.8
CSc1ccccc1OC1CCN(Cc2ccccc2)CC1	-14	4	-7	5	-7	-12	-17	11	2.1
O=[N+]([O-])c1ccc(O)c(/C=N/Nc2nn[nH]n2)c1	13	0	-1	0	17	4	-1	4	-0.5
COc1cc2[nH]c(=S)n(Cc3ccc(C)o3)c(=O)c2cc1OC	8	25	-4	4	-8	-3	3	-4	1.4
C/C(N)=C(/C#N)C(=O)COc1ncnc2ccccc12	-9	9	-2	18	-11	-3	3	-15	0.3
CN(C)S(=O)(=O)c1cccc(NC(=O)c2ccc(OC(F)(F)F)cc2)c1	8	5	-5	7	13	-10	5	18	19*
Cc1ccc(-n2nnnc2C(Cl)(Cl)c2nnnn2-c2ccc(C)cc2)cc1	26	6	0	33	-7	-8	48*	6	0.7
CCC(Sc1nc(-c2ccccc2)c(C#N)c(=O)[nH]1)C(=O)Nc1nnc(C)s1 (configuration not stated)	1	9	-1	17	-3	-2	-3	-34	-0.2
O=C(Nc1ccc(O)c(C(=O)O)c1)c1ccc2c(c1)C(=O)N(CC1CCCO1)C2=O (configuration not stated)	6	6	1	0	-6	-2	-7	-19	0.2
CNc1cccccc1=S	3	-5	-6	11	11	1	0	-5	0.1
O=C(NCCCNCCCNC(=O)c1ccc(/C=N/O)nc1)c1ccc(/C=N/O)nc1	-11	15	-7	2	-9	-6	-7	-1	0.9
O=c1c2ccccc2ncn1CCCSc1ccccc1	8	10	-1	8	-5	-1	-26	-8	1.5
O=C(CNC(=O)c1cccc(S(=O)(=O)N2CCc3ccccc32)c1)Nc1ccc(F)c(F)c1F	7	-8	-3	4	-5	/	/	-8	4.6
O=C(COc1ccc(Cl)cc1)NNC(=O)c1ccccc1C(=O)O	-7	-9	-2	1	-7	/	/	-9	0.0
CS(=O)(=O)Nc1ccccc1C(=O)NCc1ccccc1Cl	-7	-1	-9	1	2	-2	9	-8	0.2
C=CCN(c1ccccc1)S(=O)(=O)c1cccc(C(=O)Nc2ccc(N3CCOCC3)cc2)c1	45	-17	-4	5	0	/	/	20	3.2
O=C(O)c1ccccc1NS(=O)(=O)c1ccc(NN=Cc2cccc(Cl)c2)c([N+](=O)[O-])c1	-21	3	-3	2	9	-4	-15	-6	5.5

Part of the list above, as comma-separated lines:
mol,TAAR1 antag,M1 PAM parental,CHRM1 agonist,TAAR1 agonist,CHO-K1 Ca antag,OXTR potentiate,CHO parental Ca,CHRM1 antagonist,CHO-K1 Ca ag
Cc1ccc(-n2nnnc2C(Cl)(Cl)c2nnnn2-c2ccc(C)cc2)cc1,26,6,0,33,-7,-8,48*,6,0.7
CCC(Sc1nc(-c2ccccc2)c(C#N)c(=O)[nH]1)C(=O)Nc1nnc(C)s1 (configuration not stated),1,9,-1,17,-3,-2,-3,-34,-0.2
CS(=O)(=O)Nc1ccccc1C(=O)NCc1ccccc1Cl,-7,-1,-9,1,2,-2,9,-8,0.2

Screening results: PubChem BioAssay, The Scripps Research Institute Molecular Screening Center
